Screening results as filed in PubChem BioAssay.
NOD1 NF-kB reporter: NOD1 signaling inhibitors, primary screen, cell-based, luminescence, uHTS (AID 1578) | NOD1-driven NF-kB luciferase reporter cells, luminescence; higher % means a stronger effect | inhibition, % at 4 µM, or EC50 in µM where a hit was titrated | hit rate 1% among 290,000; in the data active means inhibition mostly above about 36%, no sharp cut-off; inactive means mostly below about 34%;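 further: HEK-293T reporter cells stimulated with the NOD1 agonist gamma-tri-DAP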
KOR beta-arrestin-1: kappa opioid receptor blockers – cell-based, luminescence, uHTS (AID 1778). KOR beta-arrestin recruitment, luminescence, antagonist mode; higher % means a stronger effect. one-dose inhibition, % at 10 µM; IC50 in µM for titrated hits. hit rate 0.091% among 290,000; further: strong numbers were not always called active
M17LAP inhibition: P. falciparum M17LAP inhibitors, primary screen, biochemical, fluorogenic H-Leu-NHMec substrate, 1536-well (AID 1619) | recombinant M17LAP, H-Leu-NHMec fluorogenic kinetic assay; higher % means a stronger effect | inhibition, % at 30 µM, or IC50 in µM where a hit was titrated | hit rate 0.38% among 220,000;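 active means compound inhibiting the enzyme by more than half at any dose during confirmatory dose-response retesting; inconclusive means strong single-dose inhibitors picked by rank but not retested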;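 further: plate controls were full reaction with DMSO carrier for no effect and no enzyme background for full effect; strong numbers were not always called active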
GPR55 beta-arrestin: selective activators of receptor GPR55 – imaging, U2OS cells, beta-arrestin-GFP redistribution, primary screen (AID 1961) | U2OS GPR55 beta-arrestin-GFP redistribution imaging; higher % means a stronger effect | activation, % at 10 µM; hits with a dose series show EC50 in µM | hit rate 0.048% among 290,000;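 active means activation above 40% with more than 50 cells counted in the well; inconclusive means wells holding fewer than 50 cells, flagged as toxic or sparse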;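 further: U2OS osteosarcoma cells stably expressing GPR55 and beta-arrestin-GFP; plate controls were DMSO negative control for no effect and LPI positive control for full effect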
M1AAP inhibition: malaria alanyl aminopeptidase activity blockers – biochemical, fluorogenic H-Leu-NHMec substrate, 1536-well (AID 1445); recombinant M1AAP, H-Leu-NHMec fluorogenic kinetic assay; higher % means a stronger effect; inhibition, % at 30 µM; hits with a dose series show IC50 in µM; hit rate 0.42% among 220,000;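 active means primary inhibition above the hit cutoff, then over 50% inhibition at one or more dose response concentrations, cut at about 23% in these data, passing the limit was not always enough; inconclusive means conflicting primary data, or primary hits not chosen for dose response; inactive means low primary inhibition, or under 50% at every dose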;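 further: plate controls were DMSO full reaction for no effect and no enzyme background for full effect; strong numbers were not always called active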
KOR beta-arrestin-2: kappa opioid receptor activators – cell-based, luminescence, uHTS, primary screen (AID 1777). KOR beta-arrestin recruitment, luminescence; higher % means a stronger effect. hit rate 0.02% among 280,000. activation, % at 10 µM; hits with a dose series show EC50 in µM; in the data active means activation above about 50%, passing the limit was not always enough; further: a part of the inactive calls stands beside numbers as strong as those of hits
AID2073: inhibitors of Mint1-CaV2.2 protein interaction, biochemical, HTRF (AID 2073); hit rate 0.19% among 290,000; HTRF protein-protein interaction, Mint1-CaV2.2; higher % means a stronger effect; one-dose inhibition, % at 20 µM; IC50 in µM for titrated hits; in the data active means inhibition mostly above about 51%, no sharp cut-off; inconclusive means no clear call, values can overlap the other calls; inactive means mostly below about 53%; further: some results filed as inactive read as strong as hits
NOD2 inhibition: NOD2 signaling inhibitors, cell-based, luminescence, uHTS, HEK293 (AID 1566) | HEK293 NOD2/NF-kB luciferase reporter, luminescence; higher % means a stronger effect | inhibition, % at 4 µM; hits with a dose series show EC50 in µM | hit rate 0.63% among 290,000; further: many of its hits are not listed in these tables
Dynein transport: blocks dynein driven cargo transport along microtubules; hit rate 0.47% among 220,000; z-score, hits read low; 3617.4 mouse cells, GR-EGFP nuclear translocation imaging; test concentration mostly 20 µM; stimulated with dexamethasone, 1 µM; stronger effect = lower value;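 active means plate z-score of nuclear minus cytoplasmic receptor signal below a set negative limit, without overly bright fluorescence or cell loss, cut at about -3.5 in these data, passing the limit was not always enough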;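 further: z-score of nuclear minus cytoplasmic ring GR-EGFP intensity difference per well; some compounds called inactive have numbers as strong as hits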
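Buffer or medium: tet-free, stripped-serum medium; Also added: dexamethasone, 1.0 µM final; Technique: high-content fluorescence imaging after fixation; Times: 48 h induction, 1 h compound, 30 min dex at 37 °C; Read-out: per-cell GR-EGFP intensity, nucleus versus surrounding cytoplasmic ring, well-averaged.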
Dynein transport cytoplasmic EGFP: second read-out of Dynein transport, no call of its own (marks repeat the call); z-score; measured here: cytoplasmic GR-EGFP intensity; stronger effect = higher value
Dynein transport nuclear GR-EGFP: recorded beside Dynein transport, whose call it bears; z-score; measured here: nuclear GR-EGFP intensity;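 lower value marks the stronger effect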
Dynein transport cell count: recorded beside Dynein transport, whose call it bears; z-score; measured here: cell count per field
* = called active by the depositor; ? = inconclusive; / = not tested or not shown; [ ] = remark or other dose. Unless noted, no stated cut-off is given here; in the data, active means inhibition above about 50%; inactive means the rest. This is a subset, so the mix of outcomes need not match the whole.

SMILES	NOD1 NF-kB reporter	KOR beta-arrestin-1	M17LAP inhibition	GPR55 beta-arrestin	M1AAP inhibition	KOR beta-arrestin-2	AID2073	NOD2 inhibition	Dynein transport	Dynein transport cytoplasmic EGFP	Dynein transport nuclear GR-EGFP	Dynein transport cell count
CCCCC(C(=O)NC(C)(C)C)N(Cc1ccco1)C(=O)c1snc(C(N)=O)c1N (centres undefined)	-13.6%	-6.6%	-6.4%	-0.2%	7.7%	3.2%	-6.4%	0.0%	-0.349	-0.279	-0.171	0.531
Cc1ccc(NC(=O)COC(=O)CCc2nc3ccccc3c(=O)[nH]2)c(Br)c1	-15.2%	2.8%	-2.0%	0.6%	2.7%	-4.8%	13.1%	9.1%	0.403	-0.323	0.0788	0.459
Fc1ccc(Nc2nc(-c3ccncc3)nc3ccccc23)cc1	1.1%	17.4%	-6.0%	-0.3%	-1.5%	-0.5%	18.2%	20.7%	-0.283	-0.199	-0.394	0.737
COC(=O)[C@H](C)NC(=O)Nc1ccc(OC(F)(F)F)cc1	6.4%	-9.5%	-4.0%	0.2%	6.5%	4.4%	-5.8%	4.1%	2.93	-0.157	0.826	-1.41
O=C(Nc1nc(-c2ccccn2)cs1)c1ccco1	-5.0%	2.5%	6.9%	0.2%	-10.5%	-3.6%	62.7%	-1.0%	-0.792	-0.127	-0.458	-0.346
Cc1cc(-n2c(C)cc(C(=O)COc3ccc([N+](=O)[O-])cc3)c2C)no1	-11.4%	-16.5%	-2.6%	-0.1%	3.0%	-4.2%	-10.5%	8.5%	-0.278	-0.314	0.0663	0.0582
COc1ccc(CNC(=O)CN(C)S(=O)(=O)c2ccccc2)cc1	-16.7%	0.9%	-0.1%	0.1%	6.6%	0.7%	-9.0%	21.0%	-0.151	-0.243	0.559	0.396
Cc1c(-c2ccc(Cl)cc2Cl)nc2ccccc2c1C(=O)NCCN1CCOCC1	-5.7%	19.7%	/	-0.2%	/	-0.7%	11.1%	14.8%	/	/	/	/
O=C(NC1(C(F)(F)F)NC(=O)N(Cc2cccnc2)C1=O)c1ccncc1 (centres undefined)	-3.2%	-0.9%	-1.8%	0.5%	4.5%	13.1%	-2.1%	10.9%	0.939	-0.0577	0.841	-0.847
CCn1c(CO)nc2c1c(=O)[nH]c(=O)n2Cc1ccccc1	6.5%	8.7%	/	0.3%	/	-0.4%	-1.2%	3.6%	/	/	/	/
Cc1cccc(C(=O)N(CCc2ccccc2)Cc2ccccc2)c1[N+](=O)[O-]	-23.9%	13.6%	/	0.0%	/	-3.3%	27.8%	19.9%	/	/	/	/
CN1CCN(Cc2cc(=O)oc3cc4c(cc23)CCC4)CC1	6.4%	-7.0%	9.2%	-0.2%	1.8%	-1.4%	-6.9%	14.6%	-0.352	-0.344	-0.571	0.289
CCC(C)(C)NC(=O)c1ccc2c(c1)OCCO2	-27.5%	-1.7%	-0.7%	-0.2%	-1.2%	-6.6%	-1.4%	-1.5%	-0.0795	-0.233	-0.0558	-0.0687
CC(C)=C(NC(=O)c1ccccc1)C(=O)N/N=C/c1ccc(O)cc1	-11.6%	5.5%	11.5%	-0.2%	12.3%	7.4%	-7.6%	1.1%	0.519	-0.169	0.426	-0.361
CCN(CC)CCN(Cc1cc2cc3c(cc2[nH]c1=O)OCCO3)C(=O)NC1CCCCC1	-28.1%	26.7%	-20.2%	0.2%	7.5%	-1.6%	16.2%	-7.3%	2.23	0.0659	1.57	-2.09
COc1cccc(CN2CCN(C3CCN(c4ccccc4C)CC3)CC2CCO)c1 (centres undefined)	-24.0%	7.0%[20 µM]	/	-0.1%	/	/	-5.2%	-5.8%	-0.457	-0.34	-0.059	1.22
CCOC(=O)N1CCC(NC(=O)CCc2nc(-c3ccccc3F)no2)CC1	-14.2%	6.5%	-13.8%	-0.3%	0.8%	1.7%	-9.7%	7.4%	-1.59	-0.232	-0.897	0.619
O=C(NCCc1ccccc1F)N[C@@H](Cc1ccccc1)C(=O)O	-6.7%	13.3%	/	-0.1%	/	-0.6%	-3.5%	-10.6%	/	/	/	/
CN(C)c1ccc(N=Nc2ccccc2C(=O)OCC(=O)N2CCCCCC2)cc1	-35.2%	/	23.6%	-0.4%	6.6%	-1.0%	-15.6%	-24.3%	0.372	0.261	-0.0232	-0.499
COC(=O)c1cn(C(=O)c2ccc(Cl)cc2)c2ccccc12	3.9%	29.8%	-0.8%	0.9%	-1.6%	-2.7%	0.9%	10.2%	-0.563	-0.165	-0.231	0.147
Cc1cc(Cl)ccc1OCC(=O)N1CCCN(C(=O)COc2ccc(Cl)cc2C)CC1	-18.0%	25.7%	1.8%	0.6%	13.5%	-2.2%	12.1%	-5.8%	0.166	-0.16	-0.152	-1.1
N#Cc1sc(NCc2ccccn2)nc1Cl	-2.5%	16.0%	/	-0.1%	/	-3.6%	16.8%	2.8%	/	/	/	/
O=C(OCc1cc2ccccc2[nH]c1=O)c1cccs1	-28.3%	18.9%	-4.3%	-0.3%	-0.1%	4.2%	0.0%	4.6%	0.0526	0.0235	0.37	-0.892
CCOC(=O)CNC(=O)CSc1nnc(-c2ccc(OC)cc2)n1CC	-16.0%	-22.3%	9.7%	-0.1%	-5.4%	-3.0%	-1.9%	0.2%	-0.0627	-0.227	-0.154	0.216
CC(C)C(=O)N(c1ccc(F)cc1)C1C=CS(=O)(=O)C1 (centres undefined)	-7.7%	0.3%	1.5%	-0.3%	3.6%	2.9%	-1.1%	10.6%	0.042	-0.312	0.241	-0.237
Cc1ccc(N(CC(=O)NC(C)C)C(=O)CCC(=O)Nc2ccccn2)cc1	-27.6%	6.7%	/	-0.2%	/	0.3%	9.8%	-0.6%	/	/	/	/
O=S(=O)(Nc1ccncc1)c1ccc(Cl)cc1	-26.3%	16.3%	-8.6%	-0.1%	1.7%	-1.0%	16.6%	1.4%	0.36	-0.275	0.845	0.846
Cc1cccc(NS(=O)(=O)c2ccc3c(c2)NC(=O)CC(=O)N3)c1	-8.3%	-1.0%	0.8%	0.5%	6.6%	-4.8%	-9.3%	15.0%	0.155	-0.147	0.176	0.162
CCCCOc1ccc2c(C)cc(=O)oc2c1OCCCC	-15.0%	-20.3%	5.5%	0.1%	-4.6%	6.4%	11.7%	11.7%	0.203	-0.191	0.0034	0.579
O=C(COC(=O)c1ccccc1Br)Nc1ccc(F)cc1	-34.0%	-11.0%	4.7%	-0.1%	3.0%	0.4%	2.6%	-1.6%	-0.74	-0.116	-0.128	1.72
O=C(O)c1ccc(S(=O)(=O)N2CCC(c3nc(-c4ccccc4Cl)no3)CC2)cc1	2.9%	-14.5%	10.4%	-0.2%	3.5%	-4.2%	?	18.8%	0.0831	-0.18	0.228	-0.202
COc1ccc(N2C(=O)CSCC2=O)cc1OC	-31.0%	6.0%	-0.3%	-0.5%	10.8%	-4.9%	-3.6%	18.0%	-0.68	2.08	0.397	0.466
Cn1cc(CN2CCCC(C(=O)c3nccn3C)C2)c(-c2cccc(Cl)c2)n1 (centres undefined)	-21.6%	11.6%	-2.9%	-0.2%	4.0%	-3.8%	12.1%	6.2%	-1.05	-0.119	-0.427	0.841
O=C(NCc1ccon1)c1ccc(OC2CCN(CCc3ccccc3)CC2)cc1	-24.1%	-24.3%[20 µM]	-1.5%	-0.1%	-8.0%	/	-5.9%	-7.4%	-0.116	-0.153	-0.156	-0.548
CCOc1ncccc1C(=O)N(C)CC1COc2ccccc2O1 (centres undefined)	-46.2%	-12.1%	4.6%	-0.1%	9.4%	1.2%	-2.5%	8.1%	-0.223	-0.285	0.168	-0.0991
Cc1ccc(/C=C2\SC(=S)N(Cc3ccccc3)C2=O)o1	/	-37.6%	22.7%	-0.1%	7.7%	2.2%	4.0%	-2.7%	-0.363	0.373	-0.311	0.307
CCCCS(=O)(=O)Nc1ccc(Cc2ccncc2)cc1	-26.3%	22.7%	18.6%	0.2%	3.2%	-3.0%	-1.5%	11.7%	-0.866	-0.0664	-0.0305	1.37
O=C(c1ccncc1)c1ccc([N+](=O)[O-])cc1	-20.6%	-9.0%[20 µM]	5.3%	-0.1%	-2.2%	-12.6%	-4.3%	23.2%	0.0324	-0.267	0.325	0.673
O=c1[nH]cnc2c1C1(CCCC1)Cc1ccccc1-2	-2.5%	-10.5%	6.9%	0.2%	8.6%	3.2%	2.3%	-0.2%	-0.612	-0.234	-0.304	1.07
COC(=O)c1ccccc1NC(=O)CN1CCC(n2nnc3cc(C)ccc32)CC1	2.5%	-29.5%	/	0.8%	/	-1.4%	10.0%	10.5%	/	/	/	/
CC1CCCCC1NC(=O)COCc1cc(-c2cccs2)on1 (centres undefined)	11.7%	7.1%	/	0.2%	/	-0.9%	4.3%	28.2%	/	/	/	/
Clc1ncnc2scc(C3COc4ccccc4O3)c12 (centres undefined)	-20.0%	6.3%	-10.5%	0.0%	3.7%	11.9%	-13.2%	13.4%	-4.25*	0.372*	-1.79*	0.508*
COc1ccc2c(c1)OC(c1ccccc1)(C(F)(F)F)NC2=O (centres undefined)	-40.0%	-12.8%	6.3%	0.0%	-0.8%	-3.1%	7.0%	-5.0%	-0.82	-0.288	-0.714	0.698
COC(=O)c1ccccc1NC(=O)Cn1cc(Br)cn1	-7.8%	-18.0%	-5.2%	-0.1%	1.1%	-1.4%	3.4%	1.0%	0.885	-0.138	0.668	-0.629
CCC(C)Nc1ncnc2c1cnn2Cc1ccc(Cl)cc1 (centres undefined)	9.0%	-32.2%	-1.2%	-0.1%	-1.6%	4.1%	-6.7%	-2.3%	-0.445	-0.098	-0.0546	-0.488
